# Compound activity from PubChem BioAssay.
# TRPML3 agonist = human mucolipin-3 channel agonism | Q8TDD5 | HEK293 TRPML3-YFP, Fluo-8 calcium fluorescence; 100% = the carbachol control signal | activation, % at 3 µM | actives 0.29% (n = 220,000);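 active = activation above its plate's cutoff, the mean activation of the plate's test wells plus 3 SD, cut at about 12% in these data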;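 note: 0% = DMSO only wells and 100% = carbachol wells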
# Target sequence (Q8TDD5 whole entry, looked up): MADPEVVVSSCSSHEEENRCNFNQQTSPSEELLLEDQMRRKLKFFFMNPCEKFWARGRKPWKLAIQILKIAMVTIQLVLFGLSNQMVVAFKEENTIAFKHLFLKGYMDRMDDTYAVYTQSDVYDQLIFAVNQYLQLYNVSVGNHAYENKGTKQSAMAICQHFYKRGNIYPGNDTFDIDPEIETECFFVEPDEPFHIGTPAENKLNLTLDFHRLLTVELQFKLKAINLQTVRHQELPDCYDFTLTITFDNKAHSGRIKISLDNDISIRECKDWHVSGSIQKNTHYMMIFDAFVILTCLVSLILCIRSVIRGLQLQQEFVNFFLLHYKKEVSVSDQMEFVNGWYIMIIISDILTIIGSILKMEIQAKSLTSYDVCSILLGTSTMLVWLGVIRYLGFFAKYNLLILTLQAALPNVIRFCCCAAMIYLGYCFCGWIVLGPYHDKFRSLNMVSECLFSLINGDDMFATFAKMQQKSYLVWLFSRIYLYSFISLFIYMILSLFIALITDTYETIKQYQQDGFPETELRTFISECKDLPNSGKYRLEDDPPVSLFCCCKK
#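 Test system – HEK293 line with stable expression of human TRPML3-YFP channel · Control set – carbachol 87 µM final as high control (100%), DMSO as low control (0%) · Signal – Fluo-8 calcium dye fluorescence, ex 470-495, em 515-575 nm · Incubation – 1-h 37 °C dye load, 5-s basal, 120-s post-compound reads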
# EP2 modulator = modulators of human EP2 prostaglandin E2 receptor; P43116; EP2-expressing cells, cAMP HTRF FRET, PGE2 co-stimulation; induction, % at 25 µM; actives 0.83% (n = 260,000); AID 940;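 active = compounds whose cAMP rise, as percent of the full-agonist control response, exceeds 60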;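 note: rat C6 glioma line stably carrying human EP2 under a CMV promoter; the protocol text gives 20 µM as final concentration; 100% = response of wells given 1 µM PGE2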
# Target sequence (P43116 whole entry, looked up): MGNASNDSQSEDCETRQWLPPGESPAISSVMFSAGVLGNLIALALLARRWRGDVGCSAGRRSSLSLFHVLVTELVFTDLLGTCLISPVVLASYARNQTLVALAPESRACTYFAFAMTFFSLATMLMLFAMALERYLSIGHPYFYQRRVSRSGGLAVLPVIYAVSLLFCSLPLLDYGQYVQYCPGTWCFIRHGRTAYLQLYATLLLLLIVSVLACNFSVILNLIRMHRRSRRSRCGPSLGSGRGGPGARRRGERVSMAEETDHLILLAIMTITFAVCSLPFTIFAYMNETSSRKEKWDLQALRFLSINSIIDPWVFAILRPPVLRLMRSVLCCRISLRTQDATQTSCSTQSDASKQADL
# TRPN1 ag = zebrafish TRPN1 (NompC) channel agonism; HEK293 zebrafish TRPN1-YFP, Fluo-8 calcium fluorescence; 100% = response to 87 µM carbachol; activation, % at 3 µM; actives 0.18% (n = 220,000); AID 1424;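 active = activation above its plate's cutoff, the mean activation of test wells on that plate plus 3 SD, cut at about 19% in these data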;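 note: 0% = DMSO alone and 100% = 87 µM carbachol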
#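 Material: zebrafish TRPN1-YFP in HEK293 cells. Doses: one dose of 3 µM, 0.3% DMSO. Incubation: dye 1 h 37 °C plus 30 min RT. Measured by: intracellular calcium fluorescence with Fluo-8.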
# CHOP inh = CHOP inhibition in unfolded protein response; actives 3.8% (n = 220,000); inhibition, % at 10 µM; CHO-K1 CHOP-promoter luciferase, tunicamycin-induced, 15-18 h;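 active = compounds that reduced the stress-induced luciferase reporter signal by more than about 70% of percent inhibition, limit read from the data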;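 note: 0% = tunicamycin plus vehicle and 100% = wells without tunicamycin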
# PPC-1+TRAIL kill = PPC-1 cancer cell killing with TRAIL present | PPC-1 cells + TRAIL, ATPLite viability luminescence | cell killing (% activity), % at 4 µM | actives 0.41% (n = 220,000);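 active = cell killing above 50% in the first pass at 4 µM, then a duplicate retest at 5 µM averaging 50% or more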;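 note: plate controls were cells with TRAIL plus DMSO for no effect and medium-only wells lacking cells for full effect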
# NPY-Y1 PAM-ag = potentiators or agonists of human neuropeptide Y receptor Y1; actives 0.37% (n = 220,000); NPY-Y1 expressing cells, potentiator/agonist activation; activation, % at 3.6 µM; in the data active = activation above about 33%, passing the limit was not always enough;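 note: cells stimulated with NPY at EC10 then isoproterenol at EC100; 0% = low agonist plus stimulus and 100% = saturating agonist plus stimulus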
# PGE2 EP2 inh = EP2 receptor (human) inhibition | P43116 | C6 glioma cells expressing human EP2, cAMP TR-FRET; cells stimulated with saturating PGE2 | inhibition, % at 25 µM | actives 0.52% (n = 260,000);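 active = percent inhibition above 40 after rounding to a whole number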;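 note: rat C6 glioma host cells with rolipram phosphodiesterase inhibitor present; the protocol text gives 20 µM as final concentration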
# NPY-Y1 antag = NPY-Y1 (human) receptor antagonism | inhibition, % at 3.6 µM | AID 1040 | P25929 | HEK293-CNG Y1 cells, membrane potential fluorescence; NPY at EC95, then isoproterenol | actives 1% (n = 200,000);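 active = inhibition above the campaign mean inhibition of all tested compounds plus 3 SD, cut at about 20% in these data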;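 note: 0% = DMSO wells given NPY plus isoproterenol and 100% = isoproterenol alone without NPY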
#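 Material: HEK293 Y1/CNG channel cell line | Also added: NPY (25 nM), isoproterenol (1 µM), Ro 20-1724 (25 µM) | Compound: One concentration, 3.6 µM, in 0.4% DMSO | Schedule: 3 h dye uptake, 1 h room-temperature compound, 45 min post-isoproterenol | Signal: Membrane-potential fluorescent dye readout | Read-out: % inhibition of NPY effect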
# 14-3-3 Bad inh = disrupts binding of bovine 14-3-3 zeta to phospho-Bad peptide | P63103 | AID 781 | inhibition, % at 21.7 µM | actives 0.71% (n = 220,000) | TR-FRET 14-3-3zeta/Dy647-pBad peptide displacement, 1 h;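 active = inhibition above about 70%, limit read from the data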;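 note: 0% = full 14-3-3 plus peptide FRET controls and 100% = background without 14-3-3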
# Numbers without * were called inactive; · = not tested or not shown; & = joins results of further samples; [ ] = remark or other dose. Not all compounds are listed (hit frequency here may not be typical).
SMILES,TRPML3 agonist,EP2 modulator,TRPN1 ag,CHOP inh,PPC-1+TRAIL kill,NPY-Y1 PAM-ag,PGE2 EP2 inh,NPY-Y1 antag,14-3-3 Bad inh
Cc1ccc(OCc2nc(-c3ccccn3)n[nH]2)cc1,0.7,5.3,-0.3,57.1,29.9,-16.1,11.1,9.4,-1.2[fluorescence artefact?]
COC/C=C/C1=CC2=CC(=O)C(C)(OC(=O)CCC(=O)OC)C(=O)C2=CO1 (configuration not stated),·,17.9,·,-9.7,23.5,·,15.3,·,-1.1
Cc1ccc(-c2cccc(C3CC=CC4C3C(=O)N(Cc3ccccc3)C4c3ccc(C(F)(F)F)cc3)c2)cc1 (configuration not stated),·,12.2,·,8.0,6.9,·,17.4,·,-4.3
COc1ccc(CCNC(=O)CSc2ccc(-c3cccs3)nn2)cc1OC,0.6,3.3,-0.3,15.6,-41.8,-0.4,5.6,0.7,-7.8
CC(C)Cn1c(CN2CCCCC2C)nc2c1c(=O)n(C)c(=O)n2C (configuration not stated),0.1,9.7,0.2,7.8,-13.9,5.6,12.7,8.5,3.6
Cc1ccc(Cc2c(C)nc3c(C(=O)O)cnn3c2C)cc1,1.0,·,1.9,·,·,-6.4,·,-0.5,·
CCCN1CCN(C(=S)Nc2ccc(S(N)(=O)=O)cc2)CC1,0.9,21.2,1.1,14.2,39.0,4.6,2.3,1.4,-18.4
Cc1cccc(Nc2nnc(SC3CCOC3=O)s2)c1C (configuration not stated),0.8,-24.7,-1.2,0.8,4.3,5.7,1.7,-2.5,1.1
NC(=O)CC(NC(=O)c1cccc(Br)c1)c1ccc(N2CCC(N3CCCC3)CC2)c([N+](=O)[O-])c1 (configuration not stated),·,16.1,·,3.4,20.7,·,23.4,·,-3.2
CCC(C)(C)NC(=O)CN(Cc1cccs1)C(=O)CCC(=O)Nc1nccs1,-0.3,7.1,0.9,12.6,-15.1,19.8,9.7,0.1,-0.8
Cc1nc2ccccc2n1/N=C/c1ccc([N+](=O)[O-])o1,0.5,·,2.0,·,·,4.2,33.5,4.4,·
COc1ccc(CCNC(=O)CN(c2ccc(OC)c(OC)c2)S(C)(=O)=O)cc1OC,0.8,-22.7,0.0,2.8,3.8,-8.7,10.2,8.2,18.5
COc1ccccc1C(=O)Nc1ccc(-c2nnn(CC(=O)N3CCN(C(=O)c4ccco4)CC3)n2)cc1,-0.3,-40.4,0.4,-14.7,5.5,-11.0,5.8,7.7,-16.0
O=S(=O)(Nc1cccc(-c2cn3cccnc3n2)c1)c1ccc(F)cc1,1.6,-6.6,-1.0,36.7,23.0,-1.0,7.3,-0.8,5.5[fluorescence artefact?]
Cc1ccc(NC(=O)COC(=O)c2cccnc2)c(C)c1,0.1,1.4,0.7,-13.7,11.5,4.4,1.2,1.4,-6.8
Cc1ccc(S(=O)(=O)NNC(=O)c2sc3nc(C)cc(C)c3c2-n2cccc2)cc1,-0.5,38.4,-0.9,52.3,20.8,-20.7,8.7,4.3,-17.1[fluorescence artefact?]
OCCN1CCN(c2cc(C(F)(F)F)nc3c(F)cccc23)CC1,0.3,-1.0,0.3,-15.5,16.6,7.8,6.5,·,-3.9
Cc1ccc(OCC(=O)N(Cc2ccccc2)C2CCS(=O)(=O)C2)c([N+](=O)[O-])n1 (configuration not stated),0.6,14.0,-2.6,-5.5,15.5,12.2,6.8,0.7,-1.5[fluorescence artefact?]
COc1ccc(Nc2nc(NCCCN3CCOCC3)nc(N)c2[N+](=O)[O-])cc1,0.1,-10.1,-0.1,-7.8,14.9,0.9,8.6,·,-0.6
COC(=O)c1ccc(OCC(=O)c2ccccc2)cc1,0.6,9.7,-0.7,22.6,25.0,1.3,17.5,0.1,3.6
CCOC(=O)CSc1nc(-c2ccncc2)ccc1C#N,0.3,45.0,-1.1,-27.2,48.3[5 µM],8.3,8.9,-3.7,-11.0
CCCCOC(=O)Cn1c(=O)n(CC(=O)OCCCC)c2ccccc21,0.0,16.7,-1.6,2.5,-10.6,1.1,10.6,-3.0,19.1
O=C(NNC(=O)C1CCCN(c2ncccn2)C1)c1ccncc1 (configuration not stated),-0.8,17.3&-7.6,0.8,21.0,9.1,13.8,9.3&3.1,1.4,13.9
COC(=O)c1ccccc1NC(=O)Nc1ccc(C(=O)N2CCCC2)cc1,-0.2,11.1,0.7,8.6,13.3,-27.7,7.5,5.0,6.8
CCc1nc(SCC(=O)c2ccccc2)c2ccccc2n1,-0.5,55.8,-2.0,24.0,-3.1,-2.7,16.3,3.8,-9.3
SMILES,TRPML3 agonist,EP2 modulator,TRPN1 ag,CHOP inh,PPC-1+TRAIL kill,NPY-Y1 PAM-ag,PGE2 EP2 inh,NPY-Y1 antag,14-3-3 Bad inh
CCOC(=O)c1sc(NCc2ccco2)c(-c2nc3ccccc3s2)c1N,0.5,55.0,2.9,21.9,21.7,4.8,16.5,-3.4,2.4[fluorescence artefact?]
Cc1sc2cc(-c3cccc([N+](=O)[O-])c3)c(-c3cccc([N+](=O)[O-])c3)c[n+]2c1C,0.3,13.0,-0.2,-3.0,8.4,-4.5,20.1,-0.7,-13.7
Cc1cc(-c2cccc([N+](=O)[O-])c2)nc2ccccc12,-0.4,17.7,-1.8,31.8,1.3,-3.1,8.3,-0.4,38.1[fluorescence artefact?]
CCCCOc1cc(C(=O)NCCN(CC)CC)c2ccccc2n1,0.7&0.7,-23.0&8.9&16.6,0.1&0.6,13.5&34.5,5.1,-29.3&-24.5,15.6&16.6&8.2,3.0&3.2,3.7&6.2
Clc1ccc(SCCn2cncn2)cc1,0.6,7.7,-1.1,26.2,-15.4,-19.1,7.3,-1.8,73.3*
O=C(COC(=O)c1ccc(Cl)nc1)NCCC1=CCCCC1,0.2,9.1,-0.8,2.1,15.5,-3.5,4.6,11.4,-3.0
COCC(C)n1c(C)cc(C(=O)CN2C(=O)NC3(CCCCC3C)C2=O)c1C (configuration not stated),0.8,4.2,1.9,-12.4,2.6,-5.5,7.5,-0.7,-11.0
CCc1ccc(NC(=O)CCc2nc3cccnc3n2Cc2ccc(OC)cc2)cc1,-0.5,22.1,-1.2,92.0*,-17.4,7.7,3.0,1.1,4.9
O=C1CN(C(=O)c2ccccn2)c2ccccc2N1,0.4,-6.5,2.5,14.0,10.2,6.1,4.8,-1.1,-7.6
Cn1cccc1Cc1nnc(SCC(=O)Nc2ccc(F)cc2)n1CCc1ccccc1,0.0,26.2,-0.9,24.4,4.7,6.5,4.9,-2.6,3.4[fluorescence artefact?]
O=C(C1CCCO1)N1CCN(C(=S)Nc2ccccc2)CC1 (configuration not stated),0.6,-11.0,-0.9,10.3,29.0,20.2,6.9,-1.2,9.1
COc1ccccc1N1N=C(c2cccs2)CC1c1ccccc1 (configuration not stated),0.0,38.4,0.6,17.9,26.7,-1.0,7.0,-0.2,0.4[fluorescence artefact?]
Cc1nc2ccc(NC(=O)c3cc(S(=O)(=O)N(C)c4ccccc4)ccc3Cl)cc2s1,0.7,-8.9,6.8,57.5,10.1,-94.8,11.0,8.4,41.8
CC(=O)N(C)c1ccc(C(O)(C(F)(F)F)C(F)(F)F)cc1,1.3,28.3,1.7,-7.0,·,3.2,4.4,-3.1,-1.7
CSC(=NC#N)N1CCN(c2ccc(Cl)cc2)CC1,0.4,24.5,0.6,-12.8,1.4,21.0,2.4,3.2,-8.8
CC(C)c1ccc(NC(=S)NNc2ccc(Cl)c(C(=O)O)c2)cc1,0.5,8.7,0.8,8.8,-1.7,3.9,0.9,·,3.5
OCCNc1nc(N2CCCC2)nc(N2CCCC2)n1,0.8,14.8,-0.1,25.6,-9.5,-14.0,12.1,3.3,1.1
CC(C)=CCN1CCN(Cc2ccc3nsnc3c2)CC1CCO (configuration not stated),0.5,11.8,-1.3,16.0,14.7,4.7,8.2,-2.6,-10.2
c1ccc(-n2ncc3c(N4CCN(c5ccccn5)CC4)nc(N4CCCCCC4)nc32)cc1,0.9,34.4,0.5,17.7,20.7,15.9,10.0,0.4,-8.8
CC(C)C(=O)Nc1nnc(-c2ccccc2)o1,0.7,-5.8,0.5,32.0,10.5,-5.5,14.6,-1.7,8.2
CCCNS(=O)(=O)c1ccc(OCC(=O)N2CCCC2)cc1,1.3,-0.8,0.9,43.2,4.8,1.1,1.1,-0.6,-2.7
COC(=O)c1c(N2C(=O)[C@H]3[C@@H](C2=O)[C@]2(C(=O)Nc4c2ccc(C)c4C)N2CCC[C@@H]32)sc(C)c1C,-0.2,23.5,-0.5,18.1,26.7,-9.8,13.1,6.8,-3.0[fluorescence artefact?]
Cc1ccc(CNC(=O)c2cncc(Br)c2)cc1,-0.3,0.2,-0.6,18.1,-8.1,-2.5,2.3,3.2,-10.3
Cc1ccc2nc(C3CCCN(C(=S)Nc4ccccc4C)C3)[nH]c2c1 (configuration not stated),0.0,-63.5&-22.6,-0.4,22.2,26.0,-6.0,8.9&-4.1,-1.6,-12.8
Cc1occc1-c1nnc(SCC(=O)NCc2cccs2)n1-c1ccc(F)cc1,-0.5,14.9,-0.3,21.6,4.3,-6.6,5.2,0.2,-11.7

# Among those listed so far, 2 contain a cyano group:
SMILES,TRPML3 agonist,EP2 modulator,TRPN1 ag,CHOP inh,PPC-1+TRAIL kill,NPY-Y1 PAM-ag,PGE2 EP2 inh,NPY-Y1 antag,14-3-3 Bad inh
CCOC(=O)CSc1nc(-c2ccncc2)ccc1C#N,0.3,45.0,-1.1,-27.2,48.3[5 µM],8.3,8.9,-3.7,-11.0
CSC(=NC#N)N1CCN(c2ccc(Cl)cc2)CC1,0.4,24.5,0.6,-12.8,1.4,21.0,2.4,3.2,-8.8

# More compounds
SMILES,TRPML3 agonist,EP2 modulator,TRPN1 ag,CHOP inh,PPC-1+TRAIL kill,NPY-Y1 PAM-ag,PGE2 EP2 inh,NPY-Y1 antag,14-3-3 Bad inh
COc1ccc(-c2cc(C)nc3c(-c4ccccc4)cnn23)cc1,0.4,16.9,0.1,-3.8,28.2,-9.0,5.8,1.1,0.0
COc1ccc(/C=N/NC(=O)c2[nH]c(C)c(C(=O)N/N=C/c3ccc(OC)cc3)c2C)cc1,0.8,-4.2,-0.8,18.4,-2.5,5.0,3.4,0.3,0.2
CCOc1ccc(CN2C(=O)c3ccccc3C2C(=O)NCC2CCCO2)cc1 (configuration not stated),-0.1,-21.7,-0.2,6.8,-7.4,-1.1,7.2,-4.2,-5.5
COc1ccccc1OCC(=O)Nc1ccc(S(=O)(=O)Nc2cc(C)nc(C)n2)cc1,1.6,8.0,0.9,-3.0,12.2,-11.0,6.1,-1.9,-12.0[fluorescence artefact?]
Cc1ccc(-c2nnc3ccc(SCC(=O)Nc4cc(C)on4)nn23)cc1,-0.5,-14.8,-0.2,1.9,6.4,-13.9,7.1,6.3,-2.3[fluorescence artefact?]
CC1(C)NC(=O)N(CC(O)Cn2c3ccccc3c3ccccc32)C1=O (configuration not stated),0.1,-6.8,1.3,13.9,·,0.0,6.3,12.4,9.2
